PTHR1 agonist: PTHR1 (human) receptor agonism. HEK293 GP2 PTHR1 cells, GloSensor cAMP luminescence, 1 h. Potency, µM (highest dose often 115 µM), for inactives: top-dose activation, usual class: activators. 410,000 tested, 0.075% active. AID 743266; note: potency is the fitted concentration of half-maximal effect; nearly all actives have a fitted effect of over 55% in size; some results filed as inactive show a strong effect at the top dose; inactives centre near -15; many of its hits are not listed in these tables
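HEK-293-derived GP2 cells expressing PTHR1 and a GloSensor cAMP reporter, 3,000/well, plated overnight, given luciferin plus IBMX (each 0.5 mM as added) for 1 h at 37 °C, then compound for 1 h at 37 °C. Luminescence was read after 15 min at room temperature.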
CCT chaperon mod: changes cytosolic chaperonin activity. purified chaperonin ATPase assay, HTRF ADP detection, 30 min. activity change, % (test concentration not listed), hits read low. 360,000 tested, 0.3% active; in the data active = activity change below about -30%; note: % is set by controls: 0 for no effect and ±100 for the full control effect
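We incubate TRiC, 40 or 20 nM final, with library compounds at 76 uM and 10 uM ATP for 30 min at 37 °C. ADP formed is detected with Transcreener HTRF reagents after 30 min at room temperature.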
EPAC2 agonist: activates human EPAC2 exchange factor; Q8WZA2; 360,000 tested, 0.079% active; Potency, µM (highest dose often 154 µM), without a hit: at the top dose activation, usual class: activators; EPAC2 activation, biochemical qHTS; response scale: 100% = 6.5 mM cAMP response; note: potency is the fitted concentration of half-maximal effect; nearly all actives have a fitted effect of over 50% in size
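Each well held 100 nM EPAC2, 250 nM RAP1B-BODIPY-GDP and 50 uM GDP. Fluorescence, read at 5-min intervals to 30 min, was referenced to a 6.5 mM cAMP positive control.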
EPAC2 antagonist: blocks human EPAC2 exchange factor | Q8WZA2 | EPAC2 GEF exchange of Rap1B-BODIPY-GDP, fluorescence | Potency, µM (highest dose often 114 µM), for the others: at the highest dose activity, negative = inhibition, actives largely listed as inhibitors | 360,000 tested, 0.18% active | AID 720708; note: potency is the fitted concentration of half-maximal effect; % is set by controls: 0 for no effect and ±100 for the full control effect; nearly all actives have a fitted effect of over 45% in size; many of its hits are not listed in these tables
Mm-Cpn inhibitor: inhibitors of Methanococcus maripaludis chaperonin (MmCpn); purified Mm-Cpn ATPase, ADP Transcreener TR-FRET; 330,000 tested, 0.031% active; Potency, µM (highest dose often 76.9 µM), for the others: at the top dose activity, negative = inhibition, usual class: inhibitors; note: potency is the fitted concentration of half-maximal effect; % is set by controls: 0 for no effect and ±100 for the full control effect; nearly all actives have a fitted effect of over 80% in size
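Purified archaeal chaperonin (25 nM final) was preincubated with compound for 10 min at 37°C, then ATP (10 uM final) was added for 30 min at 37°C in Tris pH 7.4/KCl/MgCl2/DTT buffer. ADP was quantified by HTRF Transcreener TR-FRET.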
D3 antag: antagonists of human D3 dopamine receptor. max response, negative = inhibition, %. AID 652054. 360,000 tested, 2.5% active. D3R cells, DiscoveRx beta-arrestin luminescence, antagonist mode; active compounds read low; in the data active = max response below about -50%; inconclusive = no clear call, values can overlap the other calls; note: % is set by controls: 0 for no effect and ±100 for the full control effect; mostly tested at two doses, the higher about 12 µM
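Cells plated overnight at 1500 cells/well, then exposed to library compounds with dopamine controls for 90 minutes at 37 degrees C. DiscoveRx reagent added for 30–60 minutes at room temperature; luminescence read, quantitative HTS format.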
D3 ag: agonists of human D3 dopamine receptor; P35462; max activation, %; 410,000 tested, 0.58% active; D3R DiscoveRx beta-arrestin cells, luminescence, 90 min; in the data active = max activation above about 30%; note: 0% is about no effect; mostly tested at two doses, the higher about 12 µM
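Agonist mode: compounds and dopamine controls were applied to plated cells for 90 min at 37 degrees C after an overnight attachment at 1500 cells/well. Luminescent read-out followed 30 - 60 minutes at room temperature with DiscoveRx detection reagent.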
Akt phos inh: blocks phosphorylation of Akt | Neuro2A IGF-stimulated pAkt S473 HTRF, 20 min; active compounds read low | activity change, % for hits at 50 µM | 360,000 tested, 0.32% active; in the data active = activity change below about -80%; inconclusive = mostly about -51% to -80%; note: % is set by controls: 0 for no effect and ±100 for the full control effect
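Neuro2A cells in DMEM with 0.5% FBS, overnight at 37 deg C, given compound at single 50 µM final, then IGF (6 nM final) for 20 min at 37 deg C. Lysed; phospho-Akt Ser473 by HTRF after 24 h, 665/615 ratio.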
An asterisk follows results filed as active; i = inactive; ? = inconclusive; nt = not tested or not shown; & = joins results of further samples; [ ] = remark or other dose. Unless noted, calls come from the whole dose curve; as a rule, active = well fitted curve in the direction sought with a large enough effect; inconclusive = small, poorly fitted or top-dose-only effect, or another doubt; inactive = no such curve, though single readings can be large; an effect the other way counts as inactive or inconclusive. These rows are one share of the data; count on the stated rates, not on these rows.

Each structure is followed by: PTHR1 agonist, D3 ag, CCT chaperon mod, EPAC2 agonist, Mm-Cpn inhibitor, Akt phos inh, EPAC2 antagonist, D3 antag
#1 CCOc1ccc(-c2nnn(CC(=O)c3cc(OC)ccc3OC)n2)cc1
  i, 1, -0.7, -2%, -8%, i, -8%, 26
#2 Cc1ccc(N(C(=O)c2nsc(Cl)c2Cl)C(C(=O)NC2CCCC2)c2ccc(O)cc2)cc1C (stereo not drawn)
  -17%, -31, 0.9, 7%, -1%, i, -12%, -52*
#3 O=S(=O)(/N=C(/Nc1cccc2ccccc12)c1ccccc1)c1cccs1
  -74%[inhibitor][57.5 µM], -2, -1.3, 4%, 0%, i, -4%, -14
#4 O=C(/C=C/c1ccc(O)c(O)c1)NC(=O)c1ccccc1O
  -92%[inhibitor], 5, -0.7, 1%, -8%, i, 12%, -11
#5 NS(=O)(=O)c1ccc(CCNC(=O)[C@@H]2CCCN2S(=O)(=O)c2ccccc2F)cc1
  i, -17, -0.6, -5%, 1%, i, 14%, -3
#6 COc1ccc(C2(c3ccc(OC)cc3)NC(=O)N(CC(=O)N(C)C)C2=O)cc1
  i, 6, -1.4, 7%, 1%, i, 1%, 3
#7 O=C(NNc1ccc(-c2csnn2)cc1)c1ccccc1C(F)(F)F
  ?, 0, -3.2, 7%, 1%, i, 6%, -9
#8 CC(=O)Nc1cc(-c2ccc(C(=O)NC3CC3)cc2)cn2c(-c3ccc(F)c(Cl)c3)cnc12
  i, 21, -0.3, -3%, nt, i, -6%, 66
#9 Cc1cc(C)c2nc(N)sc2c1
  i, -12, -0.1, -1%, -1%, i, -7%, -15
#10 COc1ccc(CN2CCN(Cc3ccccc3F)CC2)c(OC)c1
  i, -40, 1.6, 6%, 0%, i, 9%, -22
#11 CCOC(=O)c1c(NC(=O)C2CC2)sc2c1CC(C)(C)OC2
  i, 17, -0.2, 1%, -1%, i, -2%, 17
#12 COc1ccc(-c2nn(-c3ccccc3)cc2/C=N/NC(N)=S)cc1OC
  i, -1, 2.0, 20%, -2%, i, 4%, -12
#13 CC(C)(C)c1ccc(C(CC(=O)O)NC(=O)Cc2ccc(Cl)cc2)cc1 (stereo not drawn)
  i, 0, -0.6, -6%, 1%, i, -13%, 10
#14 O=C(NCc1ccco1)c1ccc(CN2CCOCC2)cc1
  -21%[57.5 µM], -1, 1.4, 5%, -1%, i, -3%, 1
#15 Cn1c(C(=O)N2CCCC(C(=O)N3CCN(C(=O)c4ccco4)CC3)C2)cc2sccc21 (stereo not drawn)
  -13%, -4, 0.1, 13%, -1%, i, 2%, 1
#16 COc1ccc(CCN(Cc2nc(-c3ccccc3)no2)Cc2nc(-c3ccccc3)no2)cc1OC
  i, -7, -0.4, 5%, -1%, i, -4%, -17
#17 CCCN(C)C[C@H]1Oc2ncc(Br)cc2C(=O)N([C@@H](C)CO)C[C@@H]1C
  -17%, 4, -4.8, -3%, nt, i, 7%, 14
#18 CCc1ccc(NC(=O)CSc2nnc(C3CC3)n2CC2CCCO2)cc1 (stereo not drawn)
  -74%[inhibitor], 13, 0.1, 2%, -1%, i, -6%, 2
#19 CC(C)C[C@H](NC(=O)c1nc[nH]c1C(=O)NCc1ccccc1)C(=O)OCc1ccccc1
  -33%[inhibitor], -4, 1.2, 4%, nt, i, ?, -53*
#20 O=C(Nc1ccccc1)Nc1ccc(Br)cc1F
  -38%[inhibitor], 5, -2.7, 3%, -1%, i, 0%, -23
#21 O=c1ccc2ccc(OCc3ccccc3)cc2o1
  i, -13, 0.2, 10%, -3%, i, 10%, -5
#22 COc1ccc(/C=C2\SC(=S)N(CCC(=O)N3CCCCC3CCO)C2=O)cc1 (stereo not drawn)
  i, 3, -2.2, 6%, -3%, i, 3%, -3
#23 O=C(CN1C(=O)C2CC=C(Cl)CC2C1=O)Nc1ccc(C(=O)O)cc1 (stereo not drawn)
  i, 1, 1.0, 7%, 0%, i, -1%, 11
#24 Fc1ccc(N2CCN(C(=S)NCc3ccco3)CC2)cc1
  -30%[inhibitor], 0, -0.8, 10%, -1%, i, 4%, -13
#25 NC(=O)C1(N2CCCCC2)CCN(CC(=O)Nc2ccccc2Sc2ccccc2)CC1
  -2%[57.5 µM], 3, -0.6, 6%, -5%, i, -1%, 9
#26 COC(=O)Nc1ccc(S(=O)(=O)N2CCC(C(=O)N3CCCCC3C)CC2)cc1 (stereo not drawn)
  i, -39, 1.4, 8%, 4%, i, 22%, 8
#27 Cc1ccccc1C(=O)N(CC(=O)Nc1sc(C)c(C)c1C(N)=O)C1CCCC1
  -25%, 12, -0.3, 9%, 0%, i, 0%, 1
#28 COc1cccc(NC(=O)CN(C)S(=O)(=O)c2ccc3c(c2)n(C)c(=O)c(=O)n3C)c1
  i, 0, -0.2, -1%, -2%, i, -1%, 6
#29 CCCCNC(=O)CNC(=O)c1nn(-c2ccc(OC)c(Cl)c2)c(=O)c2ccccc12
  -6%, 11, 0.0, -1%, -13%, i, -12%, 11
#30 CCCCOc1ccc(N2C(=O)CC(N(CCc3ccccc3)C(=O)/C=C/C(=O)O)C2=O)cc1 (stereo not drawn)
  i, -1, -2.3, 12%, -1%, i, -5%, 0
#31 CCc1c(C)c2c(C)nn(-c3ccccc3)c2oc1=O
  -4%[57.5 µM], 0, -3.9, 8%, -3%, i, -2%, 28
#32 CCOC(=O)c1sc(NC(=O)c2ccc(Br)o2)cc1C
  -16%[57.5 µM], -2, -0.7, -7%, -2%, i, -2%[57.1 µM], 14
#33 C=CCNc1nc(NCCNC(C)=O)c2sc(-c3ccccc3)cc2n1
  i, 2, -0.1, -2%, nt, i, 15%, -14
#34 COC(=O)CC1=C(C(=O)OC)C(c2ccc3c(c2Cl)OCO3)C(C#N)=C(N)O1 (stereo not drawn)
  -7%[57.5 µM], -16, -3.9, 4%, -12%, i, 6%, 7
#35 Cc1ccc(S(=O)(=O)C2(C(=O)N3CCN(c4ccccc4F)CC3)CC2)cc1
  -14%, -8, 3.1, -3%, -1%, i, 1%, 3
#36 COc1ccc(OC)c(N(CC(=O)NC2CCCC2)S(=O)(=O)c2ccc(OC)c(OC)c2)c1
  -1%, 4, 0.2, -3%, -8%, i, 9%, 15
#37 O=S(=O)(c1ccccc1)N1CCN(Cc2ccccc2)CC1
  -5%, -3, -0.1, 8%, 1%, i, 0%, -7
#38 CCCN1CCN(c2ncnc3c2nnn3Cc2ccccc2)CC1
  -30%, -12, -2.3, 1%, 0%, i, -6%, -19
#39 O=C(CCC1(C(=O)O)CCC(=O)NC1)NCc1ccccc1 (stereo not drawn)
  i, 3, -2.7, -3%, -1%, i, -3%, -1
#40 CC(=O)c1cccc(NC(=O)C(C)OC(=O)CCN=C2NS(=O)(=O)c3ccccc32)c1 (stereo not drawn)
  1%, -1, 3.4, 4%, 1%, i, 20%, 16
#41 CCCNC(=O)c1cc(C2CCCN(C(=O)C3CCCCC3)C2)on1 (stereo not drawn)
  i, 6, 0.1, 1%, nt, i, -4%, 23
#42 CC(=O)N/N=C/c1c(C)[nH]n(-c2ccccc2)c1=O
  -4%, 1, -0.1, 8%, -2%, i, 8%, -16
#43 CCn1c(SC)nnc1-c1c[nH]c2ccccc12
  i, -6, -2.6, 22%, 0%, i, 0%, -22
#44 CC(C)(C)NC(=O)CN(C(=O)c1ccc(CN2CCOCC2)o1)c1ccc2c(c1)OCCO2
  24%, -6, -1.0, -2%, -1%, i, 4%, -26
#45 O=C1CC(c2ccccc2)=C(c2ccccc2)C1
  -2%, -8, -0.9, 2%, nt, i, ?, 1
#46 COc1ccccc1-c1coc2c(CN3CCCC(C)C3)c(O)ccc2c1=O (stereo not drawn)
  17%, 0, -1.4, 1%, -9%, i, 9%, -7
#47 O=C(O)CN1C(=O)/C(=C\c2cccc(OCc3ccc(F)cc3)c2)SC1=S
  i, 7, -1.4, -6%, 3%, i, ?, 12
#48 O=C1CC2(CCCC2)CC(=O)N1CCCCN1CCN(c2ncccn2)CC1
  i, -89&-23, -0.9, 1%, 2%, i, -3%, -100*
#49 CCCC(C)NC(=O)c1ccc(C2SCC(=O)N2Cc2ccco2)cc1 (stereo not drawn)
  -5%[57.5 µM], 2, -1.6, 0%[15.6 µM], -1%, nt, 6%, 25
#50 CCOC(=O)c1sc(NC(=O)CSC(=S)N2CCN(C)CC2)nc1C
  -4%, -8, 1.9, 1%, 0%, i, -2%, 14
#51 O=[N+]([O-])c1ccc(NCCCN2CCOCC2)c([N+](=O)[O-])c1
  -18%, 9, -1.1, 11%, -6%, i, 0%, 10
#52 Cc1cc(Nc2ccc(C)c(Cl)c2)nc(N2CCOCC2)n1
  -9%, 1, 0.1, 7%, 2%, i, -22%, -18
#53 COc1cc(Br)cc(/C=C/c2ccc3cccc(O)c3n2)c1OC
  -3%, 12, -2.7, -2%, 1%, i, 3%, 19
#54 C/C(=N\NC(=O)c1c(Br)c(C)nn1C)c1cccc(NC(=O)c2ccccc2F)c1
  i, -3, -2.4, 1%, 1%, i, -2%, 22
#55 COC(=O)c1cc(NC(=O)c2cc(-c3ccccc3Cl)oc2C(F)(F)F)ccc1N1CCOCC1
  -25%, 8, -2.1, 4%, -4%, i, -9%, 0
#56 O=C(OCc1c(F)cccc1Cl)c1cnc(Cl)c(Cl)c1
  -21%, -6, -4.8, 8%, 2%, i, 8%, ?
#57 Cn1c(CSc2nc3ccccc3s2)nnc1SCC(=O)NCc1ccccn1
  -6%[57.5 µM], 2, 0.6, -2%, 2%, i, 6%, 0
#58 Nc1ccc2nc(CCCCc3nc4ccccc4[nH]3)[nH]c2c1
  -58%[inhibitor], -17, -3.2, -9%, 0%, i, -3%, -11
#59 CN(C)C(=O)/C(=C/c1cn(-c2ccccc2)nc1-c1cccc([N+](=O)[O-])c1)NC(=O)c1ccccc1
  -16%, 0, -1.5, 9%, 0%, i, -10%, -24

Screening results from PubChem.
